MITF primary – MITF inhibitors, primary screen, biochemical, AlphaScreen, human | Microphthalmia-associated transcription factor (Homo sapiens), O75030 | AlphaScreen MITF homodimerization, bead proximity signal | inhibition, % at 2.6 µM | 650,000 tested, 0.91% active | AID 1259374, 2018; in the data active means inhibition above about 50%;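 further: 0% = vehicle wells with protein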
Target sequence (O75030 whole entry, looked up): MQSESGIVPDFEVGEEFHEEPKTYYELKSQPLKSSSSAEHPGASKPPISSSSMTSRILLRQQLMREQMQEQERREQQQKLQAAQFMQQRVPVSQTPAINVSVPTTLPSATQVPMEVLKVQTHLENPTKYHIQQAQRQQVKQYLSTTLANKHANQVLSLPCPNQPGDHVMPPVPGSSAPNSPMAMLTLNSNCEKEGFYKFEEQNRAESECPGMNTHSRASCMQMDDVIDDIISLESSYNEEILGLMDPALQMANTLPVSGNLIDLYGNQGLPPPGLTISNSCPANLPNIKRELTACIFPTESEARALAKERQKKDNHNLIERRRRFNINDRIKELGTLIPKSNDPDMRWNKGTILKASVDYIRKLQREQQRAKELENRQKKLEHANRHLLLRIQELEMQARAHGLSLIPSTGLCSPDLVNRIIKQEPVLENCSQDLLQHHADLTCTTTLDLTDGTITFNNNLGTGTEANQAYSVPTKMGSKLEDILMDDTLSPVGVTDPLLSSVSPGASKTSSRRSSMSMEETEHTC
TEAD-YAP inh – TEAD-YAP interaction inhibition, primary screen, TEAD-YAP interaction inhibitor project, luminescence, HEK-TIYL cells. inhibition, % at 9.12 µM. TEAD-Gal4/YAP UAS-luciferase luminescence. AID 1259422, 2018. 640,000 tested, 1.4% active; in the data active means inhibition above about 32%;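 further: 0% = median of test compound wells and 100% = reference inhibitor wells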
FBW7 act – FBW7 E3 ligase activators, primary screen, biochemical, AlphaScreen, human; F-box/WD repeat-containing protein 7 (Homo sapiens), Q969H0; normalized activity (activation), % at 26.1 µM; 650,000 tested, 0.13% active; AID 1259310, 2017; AlphaScreen FBW7–phospho-cyclin E peptide binding, activator screen; in the data active means normalized activity above about 1.9%;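 further: purified mutant Fbw7 with reduced substrate affinity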
GPR151 activ – activators of human GPR151, primary screen, cell-based, PathHunter beta-arrestin, luminescence. G-protein coupled receptor 151 (Homo sapiens), Q8TDV0. PathHunter beta-arrestin GPR151 cells. activation, % at 11.2 µM. 650,000 tested, 1% active. AID 1508602, 2020; in the data active means activation above about 4.9%;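 further: 0% = median of compound wells and 100% = cells with positive control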
Target sequence (Q8TDV0 whole entry, looked up): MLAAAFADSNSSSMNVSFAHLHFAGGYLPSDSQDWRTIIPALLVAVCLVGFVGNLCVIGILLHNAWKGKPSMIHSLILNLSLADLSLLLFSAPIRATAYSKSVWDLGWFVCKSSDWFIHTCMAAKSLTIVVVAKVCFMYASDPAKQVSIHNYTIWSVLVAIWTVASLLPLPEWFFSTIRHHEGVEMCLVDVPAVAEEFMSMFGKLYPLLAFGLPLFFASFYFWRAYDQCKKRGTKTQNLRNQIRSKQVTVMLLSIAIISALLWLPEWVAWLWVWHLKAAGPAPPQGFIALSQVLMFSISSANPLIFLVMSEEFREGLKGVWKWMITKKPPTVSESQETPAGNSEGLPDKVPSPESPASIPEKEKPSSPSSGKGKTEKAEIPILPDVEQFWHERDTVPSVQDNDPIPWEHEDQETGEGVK
* marks the source's active call; other numbers are inactive results.

Molecule	MITF primary	TEAD-YAP inh	FBW7 act	GPR151 activ
CC(C)NC(=S)NC(=O)c1ccco1	14	1	0.0	0.5
O=C(CS)Nc1ccc(Br)cc1	0	7	0.1	1.9
CCOC(=O)c1sc2ncnc(Nc3cccc(Cl)c3)c2c1C	-3	8	0.2	1.1
CCCCSc1nc(C)[nH]c1[N+](=O)[O-]	0	-11	0.0	-0.7
O=C(Cn1cnc2sc3c(c2c1=O)CCCC3)N1CCN(c2ccccc2Cl)CC1	4	-6	0.0	-0.5
CC(C)CCNC(=S)Nc1ccc([N+](=O)[O-])cc1	8	3	-0.2	2.4
Cc1ccc(/C=C/S(=O)(=O)NCC(=O)OCC(=O)N2CCc3ccccc32)cc1	-21	-4	0.1	1.6
CC1CCCCN1CCNS(=O)(=O)c1ccc2c(c1)oc(=O)n2C (stereo not given)	6	-12	0.1	-0.1
O=C1CCCN1CCCNc1ncnc2c1c(-c1ccccc1)cn2-c1ccc(F)cc1	-9	-20	-0.2	-1.3
COc1cc(OC)cc(C(=O)NC(C(=O)N2CCC2)C(C)C)c1 (stereo not given)	-6	-5	-0.1	1.4
O=C(NCc1cccnc1)c1cccc(NCc2cccnc2)n1	5	6	0.0	-2.6
CCOC(=O)c1cc2c(=O)n3ccccc3nc2n(CCOC)c1=NC(=O)c1cc2ccccc2o1	1	3	0.0	0.8
N/C(=N\OS(=O)(=O)c1ccc(Cl)cc1)c1ccccn1	17	-10	-0.2	-1.2
Cc1ccc(C2C(C#N)=C(N)Oc3n[nH]c(-c4cc(C)sc4C)c32)s1 (stereo not given)	4	-5	-0.2	1.1
CC(=O)Nc1ccc(C(=O)OCC(=O)N2CC(=O)Nc3ccccc32)cc1	6	6	0.0	0.0
Cc1ccc[n+](-c2ncnc(N)c2[N+](=O)[O-])c1	-2	0	0.2	6.3*
CC(C)OC(=O)c1c(NC(=O)c2cnn3c(C(F)(F)F)cc(-c4ccc(Br)cc4)nc23)sc2c1CCCC2	-3	9	0.1	0.1
CCCOc1ccc(N/C(C)=C/C(=O)c2ccc(C)o2)cc1	0	3	-0.3	-1.0
Cc1cccc(NC(=O)c2cc([N+](=O)[O-])ccc2N2CCCC2)n1	19	9	0.1	0.0
O=C(CCc1n[nH]c(=O)[nH]c1=O)N/N=C/c1ccc(C(=O)O)cc1	-3	-6	-0.3	-0.4
O=C(NCc1cccc(C(F)(F)F)c1)c1ccc2nc(Oc3ccccc3)sc2c1	22	1	0.3	-0.4
CCOC(CSc1nnc2c3ccccc3n(CC)c2n1)OCC	9	-11	-0.1	-0.5
CCC(Sc1ccc2nnc(-c3ccc(F)cc3)n2n1)C(=O)OC (stereo not given)	3	-11	-0.1	0.1
COc1nc(C)nc(N(C)C(=O)NS(=O)(=O)c2ccccc2Cl)n1	-1	14	0.0	0.2
CCOc1cc(/C=C2\SC(=O)NC2=O)ccc1OC(=O)c1ccco1	11	-3	0.1	-1.4
O=C(c1cccs1)N1N=C(c2ccc(Br)cc2)CC1c1cccc([N+](=O)[O-])c1 (stereo not given)	-9	8	-0.1	1.9
O=C(Nc1ccc(F)cc1)Nc1cccnc1Cl	4	-25	-0.1	-5.8
CC1CC(C)CN(S(=O)(=O)c2ccc(C(=O)Nc3ccc4c(c3)C(=O)NC4=O)cc2)C1 (stereo not given)	-3	3	0.0	-0.3
Nc1nnc(SCc2ccc(OC(F)(F)C(F)F)cc2)s1	17	-17	0.0	-2.6
O=C(NC1CCN(Cc2ccccc2)CC1)c1ccc2nc(Nc3ccc(N4CCOCC4)cc3)sc2c1	-7	-6	-0.1	-1.1
Cc1cc(N2CCOCC2)nc(SCC(=O)N2CCCc3ccccc32)n1	-4	4	-0.1	-1.0
COc1ccccc1NC(=O)c1c(NCc2ccc(OC)c(OC)c2OC)sc2c1CCC(C)C2 (stereo not given)	1	7	-0.1	1.2
CN1/C(=C(\C#N)C=O)C(C)(C)c2ccccc21	16	-10	0.2	-1.4
CN(CC(=O)N1CCCCC1)S(=O)(=O)c1ccc(Cl)cc1	4	8	0.2	1.6
N#CC1=C(SCC(=O)Nc2ccccc2)NC(=O)C(C#N)C12CCCC2 (stereo not given)	-5	-1	0.1	0.7
O=C(OCC(=O)N1CCc2ccccc21)C1CCC1	-7	1	0.0	1.2
COc1ccc(Cl)cc1NC(=O)c1oc(C)nc1C	12	9	0.2	0.0
CC1=NN(C(=O)c2ccc(Br)o2)C(O)(C(F)F)C1 (stereo not given)	6	2	0.1	-0.3
CCOC(=O)c1c(NC(=O)COc2ccc(-c3ccccc3)cc2)sc2c1CCC2	4	-13	0.0	0.1
CCOc1ccc2nc(N3CCN(S(=O)(=O)c4ccccc4)CC3)sc2c1	2	13	0.1	-0.1
CCOC(=O)C1CCCN(CC(O)COc2ccccc2C(C)=O)C1 (stereo not given)	20	12	0.2	0.1
Cc1ccccc1-c1cn[nH]c1C1CCN(C(=O)CN2CC(c3ccccc3)CC2=O)CC1 (stereo not given)	10	5	0.4	0.7
O=C(c1ccco1)N1CCN(C2=CC(=O)N(c3cccc(Cl)c3)C2=O)CC1	-2	-1	0.0	0.2
COC(=O)C1C(=O)NC(SC)=C(C#N)C1c1ccccc1C (stereo not given)	7	-2	0.1	-0.4
CCOC(=O)c1cc(S(=O)(=O)NCc2ccc(OC)cc2)cn1C	-11	3	0.0	-0.3
NC(=O)C1CCN(Cc2nc3sc4c(c3c(=O)[nH]2)CCCC4)CC1	7	-6	1.0	-0.5
O=C(COC(=O)c1ccncc1)NC(=O)NCc1ccccc1	1	-17	-0.5	2.6
COc1ccc(CN2CCN(c3ccccn3)CC2)c(OC)c1OC	41	1	0.1	1.5
O=C1OC(c2cccc(Cl)c2)=N/C1=C\c1cccc(I)c1	11	12	0.1	-1.4
CC1=C(C(=O)Nc2ccccc2)C(c2ccccc2Cl)C(C#N)=C(S)N1 (stereo not given)	-3	-8	-0.1	-0.3
COC(=O)CSc1nc2scc(-c3ccc(F)cc3)c2c(=O)n1C	-2	-2	-0.2	1.2
Cc1c(CCO)c(=O)[nH]n1S(=O)(=O)c1cccc2cccnc12	5	4	0.0	0.7
Cc1nc(C)c(C(=O)NCc2nc(N3CCCC3)c3cc(Cl)ccc3n2)s1	15	5	0.9	-0.6
N#Cc1ccccc1OCC(=O)N=Nc1c(O)[nH]c2ccccc12	5	-14	-0.2	6.0*
CC1CCC(N2CC(=O)N(CCc3ccc(Cl)cc3)C(c3ccc(Cl)cc3)C2=O)CC1 (stereo not given)	3	-11	-0.1	0.0
Oc1ccc(-c2ncccc2O)cc1O	11	-12	-0.3	-0.5
Nc1ccc(C(=O)OCC(=O)Nc2ccc(N3CCOCC3)cc2)cc1[N+](=O)[O-]	30	8	0.3	-1.8
Cc1[nH]c2ccc(OC(F)(F)F)cc2c1CCNC(=O)c1ccccc1F	11	3	0.2	-0.4
COc1ccc(-n2nc(C(=O)NCC(=O)N3CCC(C(N)=O)CC3)c3ccccc3c2=O)cc1Cl	3	3	-0.1	1.1
Nc1nc(Nc2ccccc2)cc(-c2cccs2)n1	7	-57	-0.2	6.2*

Following part:
Molecule	MITF primary	TEAD-YAP inh	FBW7 act	GPR151 activ
O=C(Nc1ccc(-c2nc3ccccc3[nH]2)cc1)c1ccc(S(=O)(=O)N2CCCC2)cc1	-7	-10	-0.1	-0.5
Cc1ccc(S(=O)(=O)Nc2ccc3oc4c(c3c2)CCCC4)cc1	-9	-3	-0.1	-0.4
Cc1ccc(C(=O)C2CCN(CC(=O)NC3CCCCC3)CC2)cc1	3	5	0.2	2.1
OCCN(Cc1ccccc1)Cc1cccc(C(F)(F)F)c1	52*	-8	0.1	-0.6
O=C(CSc1nncc(=O)[nH]1)Nc1cccc2ccccc12	-10	17	-0.1	-1.4
COc1ccc(C(=O)CSc2nn3c(SCC(=O)c4ccc(OC)cc4)nnc3s2)cc1	4	-10	-0.1	-0.8
O=C(NCc1ccc(Cl)nc1)c1cn2ccsc2n1	3	0	-0.6	0.5
Clc1ccc(-n2ncc3c(NCC4CCCO4)ncnc32)cc1 (stereo not given)	3	-65	0.0	-0.6
O=C(Nc1cc(Cl)ccc1Cl)c1cc(S(=O)(=O)N2CCCc3ccccc32)ccc1F	15	7	0.1	0.8
Cc1ccc2c(c1)NC(=O)c1cc(NC(=O)CC(C)(C)C)ccc1O2	-3	-17	0.0	-0.5
COc1cc(/C=C2\N=C(c3cc(Cl)ccc3Cl)OC2=O)cc(OC)c1OC	6	-3	-0.2	3.0
Cc1cc(SC#N)cc(C)c1NC(=O)CCl	12	15	0.1	-1.8
CCCn1c2ccccc2c2nnc(SCC(N)=O)nc21	3	-9	-0.1	1.4
COc1ccc(-n2nc3c(c2NC(=O)c2c(-c4ccccc4Cl)noc2C)CSC3)cc1	-1	7	0.0	1.0
COC(=O)c1c(OCc2ccccn2)cc(=O)n2c1CCN(C/C=C/c1ccco1)CC2	7	-15	-0.1	0.6
CCCCN(CC)C(=O)c1cc2c(=O)n3ccccc3nc2n1C	-1	-24	0.0	0.5
C=CCOC(=O)C1=C(C)OC(N)=C(C#N)C1c1cccc2ccccc12 (stereo not given)	16	-2	0.6	-0.2
O=C(CCN1C(=O)c2ccccc2S1(=O)=O)Nc1ccccc1Cl	8	0	-0.1	0.5
FC(F)(F)c1cccc(CNc2ncnc3nc(-c4ccc(N5CCOCC5)nc4)[nH]c23)c1	23	-27	0.1	2.0
CC(Oc1ccccc1)C(=O)Nc1cccc(C(F)(F)F)c1 (stereo not given)	4	14	0.2	0.1

Reprinted from above (four entries):
Molecule	MITF primary	TEAD-YAP inh	FBW7 act	GPR151 activ
C=CCOC(=O)C1=C(C)OC(N)=C(C#N)C1c1cccc2ccccc12 (stereo not given)	16	-2	0.6	-0.2
O=C(CCN1C(=O)c2ccccc2S1(=O)=O)Nc1ccccc1Cl	8	0	-0.1	0.5
FC(F)(F)c1cccc(CNc2ncnc3nc(-c4ccc(N5CCOCC5)nc4)[nH]c23)c1	23	-27	0.1	2.0
CC(Oc1ccccc1)C(=O)Nc1cccc(C(F)(F)F)c1 (stereo not given)	4	14	0.2	0.1

Additional structures
Molecule	MITF primary	TEAD-YAP inh	FBW7 act	GPR151 activ
Cc1ccc(CCNC(=O)CN(C)S(=O)(=O)c2cnc[nH]2)cc1	7	4	0.2	-0.9
CCOC(=O)c1cc2sc(C)cc2n1CC(=O)N(CC)CC	-1	-2	0.0	1.0
CN(c1nc2nonc2nc1N1CCCCCC1)C1CCOCC1	-3	-5	0.0	0.4
N#Cc1c(NC(=O)CN2CCc3ccccc32)sc2c1CCC2	3	-9	-0.1	-0.8
CCc1nc(C(N)=O)c2[nH]c(=O)n(-c3ccc(SC)cc3)c2n1	15	3	-0.1	1.1
CN(CC(=O)O/N=C(\N)c1cccc([N+](=O)[O-])c1)S(=O)(=O)c1ccc(Cl)cc1	-5	-22	-0.2	-0.7
Cc1cc(Br)ccc1NC(=O)CN1C(=O)CCC1=O	17	20	0.3	-0.3
Fc1cc(Br)ccc1NC(=S)Nc1cccnc1	0	1	0.2	-0.2
CCOC(=O)N1CC=C2C(C#N)=C(N)C(C#N)(C#N)C(c3ccc(OC)c(OC)c3)C2C1 (stereo not given)	7	-1	0.1	-0.5
Cc1ccc(NC(=O)Cn2c(=O)oc3cc(S(=O)(=O)N4CCCC4)ccc32)cc1F	7	4	0.3	0.9
O=C1NC(=S)N/C1=C\c1cc(Br)ccc1OCc1ccc([N+](=O)[O-])cc1	-12	0	0.1	0.6
Cc1ccc(-n2c(SCC(=O)NCc3ccccc3)nc3n[nH]c(C)c3c2=N)cc1Cl	19	19	0.2	4.7

High-throughput results: PubChem, The Scripps Research Institute Molecular Screening Center
